Bioassay records deposited in PubChem BioAssay by several laboratories.
CaV13 ICDI inh = Disruptors of the CACNA1D IQ motif to Ca2+-dependent inactivation inhibitor domain association, primary screening, Förster resonance energy transfer in intact living …; HEK cells, CFP/YFP FRET ICDI-IQ, plate reader, 10 min; percent FRET-ratio fall versus neutral wells; inhibition, % at 12.3 µM; 0.098% of 340,000 active; AID 743397;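 active = mean replicate inhibition of at least 30% and at least 1% of replicates passing that level; inconclusive = only one of the two criteria is met; inactive = neither criterion is met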;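 note: 0% = median of the neutral control wells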
HIF-2a block = HIF-2a reporter inhibitors, primary screen, luminescence, 786-0 RCC cells | 0.72% of 360,000 active | AID 624352, 2012 | inhibition, % at 18.8 µM | 786-0 RCC cells HIF-2a reporter, luciferase luminescence, overnight;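 active = inhibition of the luminescence signal of 40% or more relative to plate controls, in a single-dose primary screen at 18.75 µM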
NR2E3 ag-1 = NR2E3 agonists in two-hybrid cells, primary screen, cell-based, luminescence, CHO-S, Gal4-NCOR/VP16-NR2E3 | Photoreceptor-specific nuclear receptor (Homo sapiens), Q9Y5X4 | 0.35% of 360,000 active | inhibition of corepressor binding, % at 3.98 µM | AID 602229, 2012 | luciferase;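 active = inhibition above the mean of all tested compounds plus 3 SD, cut at about 70% in these data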;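 note: 0% = DMSO with NR2E3 transfected cells and 100% = cells lacking NR2E3 construct; higher means lower luciferase signal from less NR2E3 corepressor binding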
Target sequence (Q9Y5X4 whole entry, looked up, the tested form may be a part): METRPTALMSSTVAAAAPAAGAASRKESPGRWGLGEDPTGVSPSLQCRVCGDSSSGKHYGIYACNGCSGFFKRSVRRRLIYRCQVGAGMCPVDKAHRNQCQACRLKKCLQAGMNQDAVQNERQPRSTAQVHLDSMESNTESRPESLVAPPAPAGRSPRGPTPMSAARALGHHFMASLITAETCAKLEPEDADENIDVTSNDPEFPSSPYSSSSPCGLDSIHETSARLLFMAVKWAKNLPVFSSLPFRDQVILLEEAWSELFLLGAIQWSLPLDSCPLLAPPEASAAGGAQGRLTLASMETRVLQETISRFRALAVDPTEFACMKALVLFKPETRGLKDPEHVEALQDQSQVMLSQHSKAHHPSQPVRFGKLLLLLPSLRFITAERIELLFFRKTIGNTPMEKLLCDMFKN
Vif imaging = HIV Vif self-association inhibitors, primary screen, imaging, HEK293T, single point; 0.35% of 340,000 active; inhibition, % at 7.49 µM; HEK293T cells, Vif self-association by quenched fluorescence, 24 h; in the data active = inhibition above about 50%, passing the limit was not always enough; inconclusive = no clear call, values can overlap the other calls; inactive = below about 31%; note: some results filed as inactive read as strong as hits
Peg3 prom inh = Peg3 promoter-driven luciferase inhibitors, primary screen, cell-based, HeLa, luciferase luminescence; HeLa PEG-Prom luciferase reporter, overnight; inhibition, % at 20 µM; 1.7% of 360,000 active; AID 588405, 2011;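 active = inhibition of at least 50% at 20 µM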
CF NFkB block = inhibitors of PAF-induced NF-kB signaling, primary screen, cell-based, GFP fluorescence, uHTS. KKLEB NF-kB-GFP reporter, GFP fluorescence overnight. inhibition, % at 5 µM. 0.86% of 360,000 active;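 active = at least 50% inhibition at 5 µM, scaled per plate between neutral and stimulator controls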;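 note: PAF is a Pseudomonas aeruginosa culture filtrate used as stimulus; plate controls were PAF-stimulated DMSO wells for no effect and unstimulated DMSO wells for full effect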
PDI inh = inhibitors of human PDI, primary screen, biochemical, turbidity, single point, plate reader. AID 588391, 2011. 0.052% of 350,000 active. inhibition, % at 10 µM. PDI insulin aggregation turbidity, A650, 90 min. Protein disulfide-isomerase (Homo sapiens), P07237;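 active = mean inhibition across replicates of 30% or more, whatever share of single replicates reach that level; inconclusive = mean inhibition below 30% while every single replicate reaches 30%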;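 note: absorbance from insulin aggregation driven by PDI reduction with DTT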
Target sequence (P07237 whole entry, looked up): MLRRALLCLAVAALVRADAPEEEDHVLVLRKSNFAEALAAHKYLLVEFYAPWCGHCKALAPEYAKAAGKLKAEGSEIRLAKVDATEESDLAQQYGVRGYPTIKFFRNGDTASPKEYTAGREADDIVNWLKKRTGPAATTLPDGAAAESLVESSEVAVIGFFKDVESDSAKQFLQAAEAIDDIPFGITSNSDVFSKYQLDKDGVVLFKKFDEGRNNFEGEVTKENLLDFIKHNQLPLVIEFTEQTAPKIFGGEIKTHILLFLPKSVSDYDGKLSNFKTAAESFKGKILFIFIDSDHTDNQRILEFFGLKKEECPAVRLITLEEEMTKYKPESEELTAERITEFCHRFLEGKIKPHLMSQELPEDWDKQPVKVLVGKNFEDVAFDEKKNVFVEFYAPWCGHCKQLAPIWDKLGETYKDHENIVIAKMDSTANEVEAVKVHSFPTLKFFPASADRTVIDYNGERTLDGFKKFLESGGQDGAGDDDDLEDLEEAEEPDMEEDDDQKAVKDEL
TRPM1 prom inh = inhibitors of MITF-dependent TRPM1 promoter reporter, primary screen, cell-based, SK-MEL-5, single point, luciferase; AID 488899, 2010; inhibition, % at 12.5 µM; 0.83% of 330,000 active; SK-MEL-5 TRPM1 promoter luciferase, 24 h;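 active = mean inhibition across replicates of 60% or more, whatever share of single replicates reaches that level; inconclusive = some that reach 60%, reason not given; inactive = mean inhibition across replicates below 60%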; note: values of inactives mirror those of a sister screen read the other way
KKLEB tox = cytotoxicity in KKLEB CF airway cells, primary screen, cytotoxicity control for CF NF-kB inhibitor project, cell-based, uHTS, fluorescence assay plates. KKLEB CF airway cells viability, ATPlite luminescence, overnight; active compounds read low; cells stimulated with P. aeruginosa culture filtrate. activity change (cytotoxicity), % at 5 µM. 0.36% of 360,000 active;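 active = corrected activity change at or below -50% at 5 µM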
NR2E3 ag-2 = inhibitors of NR2E3-RetCOR corepressor binding, primary screen, NR2E3 agonist project, biochemical, TR-FRET, GST-NR2E3, biotin-RetCOR | AID 2300, 2010 | inhibition of corepressor binding, % at 4.78 µM | 0.12% of 320,000 active | 1536-well | Photoreceptor-specific nuclear receptor (Homo sapiens), Q9Y5X4;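 active = percent inhibition above the cutoff of mean plus 3 SD of all tested compounds, set per screening campaign, cut at about 20% in these data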;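 note: 0% = DMSO wells and 100% = biotin wells as full block of FRET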
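Material: NR2E3–RetCOR corepressor complex / Incubation: Compound–protein incubation for 5 h at 4 °C / Dosing: compound at 4.8 µM, single dose / Detection: time-resolved FRET / Benchmarks: high control biotin, low control 0.6% DMSO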
Shn3 inh set2 = reduction of Shn3 3'UTR firefly luciferase signal, primary screen, Schnurri-3 inhibitor project, cell-based, Clone20 osteoblasts, set 2 | Clone20 osteoblast Shn3 3'UTR firefly luciferase, 24 h | inhibition, % at 12.5 µM | 0.52% of 360,000 active | AID 588674, 2011;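 active = mean inhibition of at least 75% with every replicate also reaching 75%; inconclusive = mean inhibition at least 75% but some replicate below; inactive = mean inhibition below 75%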;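 note: 0% = median of neutral control wells and 100% = pilot-screen positive control compound; some compounds past the cut are filed as inactive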
Active calls of the source: *; ? = inconclusive; nt = no result given.

SMILES	CaV13 ICDI inh	HIF-2a block	NR2E3 ag-1	Vif imaging	Peg3 prom inh	CF NFkB block	PDI inh	TRPM1 prom inh	KKLEB tox	NR2E3 ag-2	Shn3 inh set2
O=C(NCCN1CCOCC1)c1cccnc1SCc1ccccc1Cl	10	9	-8	20	17	-7	?	24	17	2	9
O=C1CC(c2ccccc2)CC(O)=C1C=NCCCN1CCOCC1 (configuration not stated)	-5	22	6	-3	-3	10	1	-2	-10	-2	-10
CC(=O)Nc1ccc(N/C=C2/CCCC2=O)cc1	-19	2	-4	1	-7	-15	-2	-6	12	-4	-30
O=C(CSc1nc(-c2cccs2)cc(C(F)(F)F)n1)Nc1cc(OCC(F)(F)F)cc([N+](=O)[O-])c1	-3	5	-16	-3	34	8	-7	1	-16	-4	-5
O=C(NC1CCCCCC1)C1CCN(C(=O)Cc2ccccc2)CC1	nt	13	2	nt	12	2	13	-3	-17	8	4
Cc1ccc(CNC(=O)C2CCN(S(=O)(=O)N3CC(C)CC(C)C3)CC2)cc1 (configuration not stated)	-6	10	12	1	21	11	-6	-3	0	1	2
Cc1ccc(S(=O)(=O)Nc2cc(=O)[nH]c(SCc3ccc(Cl)cc3)n2)cc1	-2	2	-12	3	7	-19	-10	-12	-16	-1	10
COc1cccc(C(O)c2ncc(-c3ccccc3OC)[nH]2)c1 (configuration not stated)	-5	1	-10	-2	3	16	-3	nt	-9	nt	-5
c1ccc(C2=Nc3ccccc3OC2)cc1	-3	-46	-10	14	-26	3	-12	3	-6	2	-14
CCOC(=O)C(C#N)C(=N)C1C(=O)OC2CCCCC21 (configuration not stated)	-5	12	-22	-6	-24	10	-6	nt	7	nt	1
COc1ccc(Cl)cc1S(=O)(=O)N(C)CC(=O)NCc1ccccn1	-7	8	7	3	11	5	5	0	-2	2	8
CC(C)Oc1c(Cl)cc(CNC(C)(C)CO)cc1Cl	nt	6	-9	-6	3	7	-2	9	-6	2	-12
CCOC(=O)c1nn(-c2ccc(F)cc2)c(=O)c(C#N)c1C	-5	15	23	3	-4	-8	-1	4	-5	5	21
COc1cccc2[nH]c3c(=O)[nH]cnc3c12	-20	23	-16	-3	16	7	-29	23	-5	nt	3
COc1cccc(CC2(CO)CCN(S(=O)(=O)N(C)C)CC2)c1	-2	10	34	28	15	-16	5	4	1	-2	-5
Cc1ccc(S(=O)(=O)Nc2ccc3nc(C)sc3c2)cc1	nt	1	72*	0	3	1	6	-3	-4	2	45
Cn1ccc(NC(=O)Nc2cccc([N+](=O)[O-])c2)n1	9	-124	2	0	-90	0	-4	-21	0	2	-24
CC(C)Oc1ccc(CC(=O)NNC(=S)Nc2ccc(Br)cc2)cc1	-2	8	-17	-15	14	2	-10	9	14	-4	-6
Cc1ccccc1NC(=O)c1cc2c(C)nc3ccccc3c2o1	-5	-3	-13	2	17	-31	-1	-11	-18	-4	-44
Cc1ccc(NS(=O)(=O)c2ccc(OCC(=O)NCc3cccnc3)cc2)cc1	-4	16	-2	-3	10	5	-7	1	2	-1	2

Quoted at random: three records from the list, in no set order.
SMILES	CaV13 ICDI inh	HIF-2a block	NR2E3 ag-1	Vif imaging	Peg3 prom inh	CF NFkB block	PDI inh	TRPM1 prom inh	KKLEB tox	NR2E3 ag-2	Shn3 inh set2
CC(C)Oc1c(Cl)cc(CNC(C)(C)CO)cc1Cl	nt	6	-9	-6	3	7	-2	9	-6	2	-12
O=C(NC1CCCCCC1)C1CCN(C(=O)Cc2ccccc2)CC1	nt	13	2	nt	12	2	13	-3	-17	8	4
Cc1ccc(CNC(=O)C2CCN(S(=O)(=O)N3CC(C)CC(C)C3)CC2)cc1 (configuration not stated)	-6	10	12	1	21	11	-6	-3	0	1	2

Molecules shown so far with a nitro group on carbon (2):
SMILES	CaV13 ICDI inh	HIF-2a block	NR2E3 ag-1	Vif imaging	Peg3 prom inh	CF NFkB block	PDI inh	TRPM1 prom inh	KKLEB tox	NR2E3 ag-2	Shn3 inh set2
O=C(CSc1nc(-c2cccs2)cc(C(F)(F)F)n1)Nc1cc(OCC(F)(F)F)cc([N+](=O)[O-])c1	-3	5	-16	-3	34	8	-7	1	-16	-4	-5
Cn1ccc(NC(=O)Nc2cccc([N+](=O)[O-])c2)n1	9	-124	2	0	-90	0	-4	-21	0	2	-24

Next section:
SMILES	CaV13 ICDI inh	HIF-2a block	NR2E3 ag-1	Vif imaging	Peg3 prom inh	CF NFkB block	PDI inh	TRPM1 prom inh	KKLEB tox	NR2E3 ag-2	Shn3 inh set2
Cc1nn(C)c(C)c1S(=O)(=O)N1CCCC(C(=O)NCC2COc3ccccc3O2)C1 (configuration not stated)	7	17	-5	0	5	-2	nt	nt	-8	-1	-23
COc1ccc(-c2csc(N(CC3CCCO3)C(=O)c3cccs3)n2)cc1 (configuration not stated)	-6	6	-49	-16	0	-8	-3	13	-6	1	-7
COc1ccc(NC(=O)c2cc(C)n(Cc3cccs3)c2C)cc1	-5	-282	-154	10	-291	18	1	-90	-21	-1	-110
COCCCNC(=O)c1ccc2sc([C@@H]3O[C@H](CO)[C@H](O)[C@H](O)[C@H]3O)nc2c1	-4	7	11	-6	10	19	12	nt	7	nt	-17
CC1(c2ccccc2Cl)NC(=O)N(CC(=O)Nc2cccnc2Cl)C1=O (configuration not stated)	-1	5	-13	13	-10	13	2	20	-1	-3	2
N#CC(OC(=O)c1ccccc1)c1ccccc1 (configuration not stated)	nt	-2	6	-6	-13	-12	nt	-9	16	nt	-24
O=[N+]([O-])c1cc(S(=O)(=O)N2CCCCC2)ccc1NCCN1CCOCC1	1	17	-15	6	8	-3	0	1	20	2	-18
CS(=O)(=O)c1ccc(Cl)c(NC(=O)CN2C(=O)C3CCCCC3C2=O)c1 (configuration not stated)	-7	6	-5	0	-7	13	1	3	1	-3	-12
CCOC(=O)c1cc(NC(=O)N2CCCc3ccccc32)c(C)nc1C	nt	-24	6	-12	-14	0	-3	8	12	3	10
CC(=O)c1ccc(-c2cnc3c(NC=O)cc(-c4ccccc4Oc4ccccc4)cn23)cc1	-5	24	19	-3	55*	58*	9	nt	-27	nt	34
CN(C)C(=O)c1cccc(-c2cnc3c(NC=O)cc(-c4ccc(N(C)C)cc4)cn23)c1	-6	-8	-14	8	30	-8	-15	nt	1	nt	11
CCOC(=O)CNC(=O)/C(=C\c1ccc(F)cc1)NC(=O)c1ccccc1	1	8	-22	-3	10	-20	3	-4	14	9	-18
O=[N+]([O-])c1ccc2c(c1)C(N1CCN(CCO)CC1)Cc1ccc(F)cc1S2 (configuration not stated)	-4	-25	1	nt	34	2	nt	nt	-14	nt	11
Cc1ccc(NC(=S)NCc2cccnc2)cc1	-5	-6	-11	-21	-1	-11	2	-9	0	-2	3
Cc1cccc(C(=O)Nc2cccc(C(=O)N/N=C/c3ccncc3)c2)c1	-4	-2	-2	-10	2	-2	17	-26	-16	2	7
CN(CCCCOc1ccc(F)cc1)Cc1ccccc1	-4	12	-16	0	12	2	-1	0	2	0	-9
Cn1c(CCN2CCN(c3ccccn3)CC2)nc2cc(NS(=O)(=O)c3ccccc3)ccc21	-13	14	22	-19	23	11	0	12	-1	0	49
CCCNC(=O)COCc1cc(-c2ccc3c(c2)OCO3)on1	-18	-172	-45	28	-128	6	-6	-41	-2	0	-14
CCOC(=O)c1c([N+](=O)[O-])c(C)[nH]c(=O)c1C#N	-16	21	13	nt	-8	2	1	-5	3	-3	12
O=C(N[C@@H](Cc1ccccc1)C(=O)OCc1ccccc1)c1nc[nH]c1C(=O)NCc1ccccc1	-7	6	9	-6	20	-24	-2	-12	3	3	-16

Complete entries, looked up by structure. Order of screens: CaV13 ICDI inh	HIF-2a block	NR2E3 ag-1	Vif imaging	Peg3 prom inh	CF NFkB block	PDI inh	TRPM1 prom inh	KKLEB tox	NR2E3 ag-2	Shn3 inh set2
Listed for `Cc1ccc(S(=O)(=O)Nc2cc(=O)[nH]c(SCc3ccc(Cl)cc3)n2)cc1` → -2	2	-12	3	7	-19	-10	-12	-16	-1	10
Listed for `CC(=O)c1ccc(-c2cnc3c(NC=O)cc(-c4ccccc4Oc4ccccc4)cn23)cc1` → -5	24	19	-3	55*	58*	9	nt	-27	nt	34

More compounds
SMILES	CaV13 ICDI inh	HIF-2a block	NR2E3 ag-1	Vif imaging	Peg3 prom inh	CF NFkB block	PDI inh	TRPM1 prom inh	KKLEB tox	NR2E3 ag-2	Shn3 inh set2
C/C(=N\Nc1nc(C)c(C)s1)c1ccc([N+](=O)[O-])cc1	2	-117	-20	11	40	-24	6	-15	0	3	-2
S=C(NCc1ccncc1)Nc1cccc(Cl)c1	-4	4	-12	2	1	-18	-10	-22	2	1	14
Cc1ccsc1C(=O)OCC(=O)N1C(C)CCCC1C (configuration not stated)	-7	-87	-24	-13	-68	22	10	-30	-12	nt	-37
COc1ccccc1/C=C/C(=O)OCC(=O)Nc1ccc2c(c1)OCO2	-2	-14	-22	3	-5	2	-5	-1	2	nt	-2
COCCCN(C(=O)c1ccc2ccccc2n1)c1c(N)n(Cc2ccccc2)c(=O)[nH]c1=O	-3	-163	-71	-6	-97	-7	8	-22	21	-2	-87
CC(C)(C)OC(=O)N1Cc2ccccc2C[C@H]1C(=O)NCC(=O)NC1CCCC1	-6	-5	-9	-9	-13	-8	-7	-2	5	-3	10
O=C(NC1CC2CCCC(C1)N2C(=O)Nc1cccc(F)c1)C1CC1 (configuration not stated)	-4	6	16	23	9	-4	-4	-13	3	5	6
Cc1cc(C)c2c(=O)cc(C(F)(F)F)oc2n1	-5	6	-4	-2	-11	-7	-2	-5	10	-1	-7
Cc1nc2ccccn2c(=O)c1NC(=O)COc1ccccc1	-5	0	-12	nt	-10	13	-3	nt	-11	nt	-11
COCCNC(=O)CCC1CCN(Cc2ccc(-c3ccccc3)cc2)CC1	-2	8	13	2	-5	17	-3	3	-5	-1	-5
